Compound activity from PubChem.
TbPYK inhibitor = blocks Trypanosoma brucei pyruvate kinase; 410,000 compounds, 0.12% hits; Potency, µM (top dose mostly 76.8 µM), for inactives: at the highest dose activity, negative = inhibition, usual class: inhibitors; TbPYK enzyme, Kinase-Glo Plus ATP luminescence, 45 min; Q57TT1; note: nearly all actives have a fitted effect of over 50% in size
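Assay buffer: 50 mM TEA pH 7.2, 100 mM KCl, 10 mM MgCl2, 0.05% BSA, 0.01% Tween-20. Pyruvate kinase from T. brucei plus substrate met compound, then ADP (130 uM final). Luminescence was read post 45 min RT.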
Pf growth 96h = P. falciparum growth inhibition at 96 hour, primary screen for plastid delayed-death inhibitors. 320,000 compounds, 6.9% hits. P. falciparum luciferase reporter growth, 96 h. AID 504834. Potency, µM (top dose mostly 28.7 µM), for the others: top-dose activity change, negative = inhibition, usual class: inhibitors
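Parasite growth measured via integrated firefly luciferase reporter in P. falciparum. Infected erythrocytes at 2% hematocrit, 0.05% parasitemia final were treated 96 hours at 37 C under 5% CO2, and luminescence was read.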
Pf growth 48h = inhibits P. falciparum growth in the first generation, 48 h; P. falciparum luciferase growth in erythrocytes, 48 h; Potency, µM (top dose mostly 28.7 µM), inactives show at the highest dose activity change, negative = inhibition, hits mostly inhibitors; 310,000 compounds, 5.9% hits; AID 504832
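Firefly luciferase activity from engineered P. falciparum reports growth; inhibitors lower the luminescent signal. Cultures contained 2% hematocrit erythrocytes at 0.1% final parasitemia.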
Sm TGR inh = inhibitors of Schistosoma mansoni thioredoxin glutathione reductase | 360,000 compounds, 3% hits | Potency, µM (titrated, usually from 114 µM), inactives show top-dose activity change, negative = inhibition, hits mostly inhibitors | Q962Y6 | purified TGR, DTNB reduction, TNB absorbance 405 nm; note: nearly all actives have a fitted effect of over 60% in size
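First, TGR (20 nM dispensed) and NADPH were mixed with compound. Second, a 15 min room-temperature incubation followed. Third, further NADPH and then DTNB were added to start the reaction. Finally, TNB absorbance was monitored kinetically.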
HCV inhibitor = blocks hepatitis C virus; Huh7.5.1 HCVcc-Cre infection, luciferase reporter, 44 h; AID 651820; Potency, µM (series often up to 41.8 µM), without a hit: at the top dose activity change, negative = inhibition, hits mostly inhibitors; 340,000 compounds, 3.4% hits
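Infectious HCVcc-Cre (~0.5 moi) was added to cells just after compound, with cells seeded 4 h earlier at 1,000 per well. Luciferase activity after 44 h culture reported infection; substrate was incubated 15 min at room temperature before reading.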
LmPK inhibitor = inhibitors of Leishmania mexicana pyruvate kinase; Q27686; purified LmPK, Kinase-Glo ATP luminescence, 1 h; Potency, µM (doses to about 57.5 µM), without a hit: top-dose activity change, negative = inhibition, most hits filed as inhibitors; 290,000 compounds, 0.37% hits
Target sequence (Q27686 whole entry, looked up): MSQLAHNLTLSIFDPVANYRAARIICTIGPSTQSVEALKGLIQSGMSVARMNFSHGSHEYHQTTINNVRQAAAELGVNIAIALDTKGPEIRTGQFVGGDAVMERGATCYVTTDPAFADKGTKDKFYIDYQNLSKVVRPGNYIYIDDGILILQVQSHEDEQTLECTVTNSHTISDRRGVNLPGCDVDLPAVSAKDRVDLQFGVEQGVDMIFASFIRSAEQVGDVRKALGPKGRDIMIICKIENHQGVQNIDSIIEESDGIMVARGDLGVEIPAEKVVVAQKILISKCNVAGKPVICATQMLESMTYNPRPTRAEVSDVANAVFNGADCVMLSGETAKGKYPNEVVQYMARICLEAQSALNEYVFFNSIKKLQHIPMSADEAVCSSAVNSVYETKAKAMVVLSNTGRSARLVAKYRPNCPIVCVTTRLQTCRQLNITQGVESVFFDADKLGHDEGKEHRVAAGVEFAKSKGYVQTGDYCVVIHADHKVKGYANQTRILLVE
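Kinase-Glo luminescence read after 1 h RT reaction of 0.1 nM LmPK with 0.5 mM PEP and 0.1 mM ADP. Activity scaled between uninhibited and enzyme-free controls.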
* = called active by the depositor; ? = inconclusive; · = no result given; & = joins results of further samples; [ ] = another dose, or the depositor's remark. Calls come from the whole dose curve; as a rule, active = well fitted curve in the direction sought with a large enough effect; inconclusive = small, poorly fitted or top-dose-only effect, or another doubt; inactive = no such curve, though single readings can be large; an effect the other way counts as inactive or inconclusive. % is set by controls: 0 for no effect and ±100 for the full control effect; potency is the fitted concentration of half-maximal effect.

entry	Compound	TbPYK inhibitor	Pf growth 96h	Pf growth 48h
1	COc1ccc(Cl)cc1NC(=O)CN1CCN(S(=O)(=O)c2ccc(F)cc2)CC1	2.1%	-8.9%	3.7µM*
2	CC(C)c1ccc(NC(=O)C2=CC=CN3CCS(=O)(=O)N=C23)cc1	-3.7%	49.6%[activator]	31.5%[activator]
3	CC(Sc1n[nH]c(N)n1)C(=O)NC1CCCCC1C (stereo not given)	0.9%	1.5%	85.5%[activator]
4	Cc1ccc(S(=O)(=O)N2CCC(C(=O)NNS(=O)(=O)c3ccc(Cl)cc3)CC2)cc1	-1.5%	48.6%[activator]	31.8%[activator]
5	COCCN(C(=O)c1c(C)noc1C)c1c(N)n(CC(C)C)c(=O)[nH]c1=O	7.3%	25.5%	1.4%
6	O=C(Cc1cccs1)N/N=C/C=C/c1ccccc1	11.4%	0.0%	95.6%[activator]
7	CC(=O)Nc1ccccc1C(=O)C(=O)Nc1cccc(C(=O)NCc2ccccc2)c1	-5.8%	?	1.9%
8	CC(CNS(=O)(=O)c1ccc2c(c1)CC(=O)N2C)c1ccccc1 (stereo not given)	1.0%&4.4%	10.4µM*	9.28µM*
9	Cc1noc(C)c1COc1ccc(CC(=O)NCCc2ccccc2)cc1	-1.4%	-1.7%	-2.3%
10	CCCN(C(=O)COC(=O)CCOc1ccccc1C)c1c(N)n(Cc2ccccc2)c(=O)[nH]c1=O	0.8%	4.5%	-10.2%

entry	Sm TGR inh	HCV inhibitor	LmPK inhibitor
1	5.7%	-12.8%	4.3%
2	-10.5%	-8.4%	·
3	2.7%	20.4%	-4.5%
4	12.9%	9.6%	2.6%
5	-0.5%	9.7%	·
6	-8.7%	9.8%	4.6%
7	3.5%	?	-1.0%
8	0.5%&0.4%	-7.4%	-2.2%
9	2.3%	-8.1%	1.3%
10	-8.6%	1.9%	-0.8%

(listing goes on)
entry	Compound	TbPYK inhibitor	Pf growth 96h	Pf growth 48h
11	CCc1ccccc1NC(=O)c1cc([N+](=O)[O-])ccc1N1CCOCC1	5.5%	11.8%	25.9%
12	COc1cccc2[nH]c(C(=O)NCc3ccccc3)cc12	?	-15.2%	·
13	COC(=O)c1sc(-c2ccc(C(C)(C)C)cc2)cc1NC(=O)COCC(=O)O	1.2%	-17.8%	?
14	O=C(NCC(NS(=O)(=O)OCC(Cl)(Cl)Cl)c1ccccc1)C(F)(F)F (stereo not given)	-3.0%	23.5%	50.3%[activator]
15	CCCOc1ccccc1NP(=O)(Oc1ccccc1)Oc1ccccc1	2.7%	?	?
16	Cc1cc(C)c(S(=O)(=O)Nc2ncn[nH]2)c(C)c1	-1.1%	-2.2%	4.1%
17	COc1ccc(C2=NOC(Cn3nc(C(=O)NCc4ccc(C)cc4)cc3-c3ccccc3)C2)cc1 (stereo not given)	-2.8%	10.4µM*	10.4µM*
18	CCC(=O)N(Cc1cc(=O)[nH]c2ccccc12)c1ccccc1OC	-2.9%	5.1%	10.6%
19	CN(Cc1c(C(=O)N(C)Cc2ccccc2)nc2ccccn12)CC1Cc2ccccc2O1 (stereo not given)	-3.4%	?	?
20	CC(NC(=O)c1cc2cc(Br)ccc2oc1=N)c1ccccc1 (stereo not given)	-4.3%	-12.6%	?

entry	Sm TGR inh	HCV inhibitor	LmPK inhibitor
11	-0.4%	-6.3%	-8.1%
12	3.0%	?	-7.7%
13	-12.6%	14.4%	2.7%
14	0.5%	-16.9%	-0.7%
15	-1.4%	-10.1%	-0.8%
16	2.0%	13.1%	0.7%
17	2.8%	8.91µM*	·
18	2.5%	5.1%	0.8%
19	1.5%	?	-9.4%
20	-14.1%	10.8%	-1.8%

(continued)
entry	Compound	TbPYK inhibitor	Pf growth 96h	Pf growth 48h
21	CCOC(=O)C1CCN(C(=O)COc2cccc3ccccc23)CC1	9.8%	?	-0.7%
22	O=C(Nc1ccccc1)OC1CC2CC1C1CCCC21 (stereo not given)	-12.5%	34.5%[activator]	142.9%[activator]
23	COc1ccc(C(=O)OCCCOC(=O)c2ccc(OC)cc2OC)c(OC)c1	-1.5%	-12.6%	-6.2%
24	CCN(CC)C(=O)N1CCN(S(=O)(=O)c2ccc(C)cc2)CC1	3.7%	3.5%	·
25	CN(Cc1cccc(Cl)c1)C(=O)C1CCC(=O)N(C2CC2)C1 (stereo not given)	-7.9%	-4.6%	0.0%
26	c1cc2c(cc1CN1CCOCC1)OCO2	?	-11.7%	·
27	CCOC(=O)Cc1csc(NC(=O)COc2ccc3c(C)cc(=O)oc3c2)n1	-16.8%	37.9%[activator]	-12.9%
28	O=C(COc1cccc(Oc2ccccc2)c1)Nc1ncccn1	-8.1%	14.8%	12.8%
29	CCn1c(CC(=O)Nc2ccccc2)nnc1SCC(=O)Nc1nncs1	-2.9%	-5.0%	-1.6%
30	C=CCn1c(SCc2c(F)cccc2Cl)nnc1-c1ccco1	-2.2%	4.8%	?

entry	Sm TGR inh	HCV inhibitor	LmPK inhibitor
21	-20.7%	-9.7%	4.5%
22	-1.6%	-4.4%	3.9%
23	-24.8%	2.8%	-8.3%
24	-27.7%	-0.2%	-2.3%
25	-10.2%	?	3.1%
26	5.5%	8.1%	3.2%
27	13.7%	-13.1%	10.0%
28	0.5%	11.7%	-1.2%
29	0.5%	2.6%	1.4%
30	0.0%	-20.8%	1.7%

(continued)
entry	Compound	TbPYK inhibitor	Pf growth 96h	Pf growth 48h
31	COc1ccc(C(=O)N2CCc3ccccc32)cc1S(=O)(=O)N1CCOCC1	-7.1%	?	-9.7%
32	Cn1c(SCC(=O)N2CCN(C(=O)c3ccco3)CC2)nnc1-c1ccc(NS(C)(=O)=O)cc1	-2.4%	?	3.6%
33	O=C1Nc2ccc(S(=O)(=O)NCc3ccccn3)c3cccc1c23	-5.4%	10.4µM*	·
34	N#Cc1ccc(N2C(=O)[C@@H]3C(C(=O)c4ccc5ccccc5n4)=NN[C@@H]3C2=O)cc1	-6.1%	-14.7%	1.9%
35	COc1ccc(-n2nnnc2SCC(=O)NC2CC2)cc1	1.2%	8.9%	-12.8%
36	CCOC(=O)C1CCCN(C(=O)c2ccccc2NC(C)=O)C1 (stereo not given)	-1.1%	·	-2.6%
37	C(=N\Nc1nc(Nc2ccccc2)nc(Nc2ccccc2)n1)/c1ccncc1	1.8%	-26.8%	-0.5%
38	CN1C(=O)CN=C(c2ccccc2)c2cc([N+](=O)[O-])ccc21	5.1%	?	-12.7%
39	CCC(=O)N1CCN(C(=O)c2ccccc2)CC1	-8.1%	33.8%[activator]	-14.8%
40	COc1ccc(CC(=O)Nn2c(-c3ccccc3)nc3ccccc3c2=O)cc1	-4.3%	?	6.2%

entry	Sm TGR inh	HCV inhibitor	LmPK inhibitor
31	-4.6%	-9.7%	·
32	9.2%	-3.0%	-0.2%
33	-2.9%	8.4%	5.2%
34	50.1µM*	?	-1.2%
35	4.9%	9.7%	·
36	-1.0%	6.0%	-0.6%
37	·	2.4%	2.4%
38	3.7%	·	5.3%
39	-0.9%	2.2%	·
40	-1.6%	-2.7%	-0.8%

(list continues)
entry	Compound	TbPYK inhibitor	Pf growth 96h	Pf growth 48h
41	O=C(CSc1ccccc1C(=O)NCc1ccccc1)NC12CC3CC(CC(C3)C1)C2	2.8%	?	?
42	CCOc1cc(S(=O)(=O)Nc2ncn[nH]2)ccc1Br	-12.0%	23.9%	0.2%
43	COCCCN1CC(=O)N2C(c3cccc(OC)c3)c3[nH]c4ccccc4c3C[C@H]2C1=O (stereo not given in full)	6.5%	?	?
44	c1ccc2c(c1)CNc1ccccc1O2	-7.3%	-13.2%	17.4%
45	COc1ccccc1CNC(=O)Cn1ccsc1=N	2.6%	10.7%	4.8%
46	CC(=O)c1cccc(NC(=O)N2C[C@H]3C[C@@H](C2)c2cccc(=O)n2C3)c1	1.3%	40.5%[activator]	3.5%
47	CCN(C#N)c1nc(NC(C)C)nc(NC(C)(C)C)n1	1.7%	0.0%	?
48	CCc1nnc(NC(=O)[C@@H](NC(=O)c2cccc(S(=O)(=O)N(CC)CC)c2)C(C)C)s1	-1.8%	·	1.65µM*
49	COc1ccccc1CC(=O)Nc1ccccc1O	0.2%	6.0%	·
50	COc1ccc(OCC(=O)OCC(=O)NCc2ccco2)cc1	-4.0%	-7.1%[5.75 µM]	6.8%
51	Cc1cccc([N+](=O)[O-])c1NC(=O)CN(Cc1ccccc1)Cc1ccccc1	-1.0%	8.28µM*	?
52	CCOCCCNC(=O)CCc1ccc(S(=O)(=O)Nc2ccc(C)cc2)cc1	-0.4%	32.8%[activator][5.75 µM]	?
53	COc1ccc(C(CCc2ccc(C)o2)NC(=O)Nc2ccc(OC)cc2OC)cc1 (stereo not given)	-1.5%	41.5%[activator]	?

entry	Sm TGR inh	HCV inhibitor	LmPK inhibitor
41	-2.0%	-25.2%	6.2%
42	-11.2%	19.5%	-6.7%
43	2.1%	10.4%	6.0%
44	1.8%	-4.5%	-0.8%
45	-33.2%	6.1%	-1.7%
46	-13.6%	11.1%	-7.8%
47	49.6%[activator]	-3.8%	0.1%
48	-0.6%	-22.2%	-4.6%
49	-4.4%	22.0%	0.1%
50	18.8%	6.4%	-0.5%
51	-11.8%	?	-0.4%
52	6.1%	-10.9%	2.2%
53	-7.3%	?	10.0%
